Screens deposited in PubChem by several laboratories.
COUP-TFII inh: NR2F2 (human) inhibition, primary screen; P24468; inhibition, % at 8.6 µM; 0.7% of 370,000 active; HEK293T NGFI-A luciferase reporter, luminescence;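 active = inhibition above a per-plate cutoff, mean inhibition of test wells between control levels plus 3 SD, cut at about 38% in these data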;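 also: cells cotransfected with COUP-TFII expression vector driving the NGFI-A reporter; 0% = median of COUP-TF2 test wells and 100% = reporter-only cells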
NCOA1 inh: inhibitors of human steroid receptor coactivator 1 (SRC1) | Q15788 | HEK293 GAL4-SRC1 luciferase reporter, luminescence | inhibition, % at 3.6 µM | 0.12% of 360,000 active | AID 588354;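 active = inhibition above the campaign mean plus 3 SD, with each screening campaign given its own cutoff, cut at about 60% in these data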;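 also: 0% = DMSO treated cells and 100% = gossypol at 36 µM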
Granule exo inh: lytic granule exocytosis inhibition | TALL-104 LAMP-1 surface exposure, flow cytometry; cells stimulated with thapsigargin and PMA | inhibition, % at 10 µM | 0.66% of 360,000 active | AID 651702;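 active = inhibition above about 55%, limit read from the data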
ABHD5 PLIN5 PPI: ABHD5-PLIN5 protein interaction inhibition; Q00G26+Q8WTS1; Split G. princeps luciferase complementation, luminescence, 4 h; inhibition, % at 4 µM; 0.78% of 360,000 active; AID 602281;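 active = inhibition above the mean inhibition across every tested compound plus 3 SD, cut at about 22% in these data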;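 also: 0% = DMSO only wells and the 100% control is not disclosed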
NR5A2 inv ag: suppresses constitutive activity of human LRH-1; HEK293T StAR-luciferase reporter, LRH-1 transfected, 24 h; inhibition, % at 3.6 µM; 0.13% of 360,000 active;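 active = inhibition above the mean inhibition of all tested compounds plus 3 SD, cut at about 73% in these data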;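 also: 0% = DMSO wells and 100% = reporter-only cells lacking LRH-1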
Target sequence (O00482 whole entry, looked up): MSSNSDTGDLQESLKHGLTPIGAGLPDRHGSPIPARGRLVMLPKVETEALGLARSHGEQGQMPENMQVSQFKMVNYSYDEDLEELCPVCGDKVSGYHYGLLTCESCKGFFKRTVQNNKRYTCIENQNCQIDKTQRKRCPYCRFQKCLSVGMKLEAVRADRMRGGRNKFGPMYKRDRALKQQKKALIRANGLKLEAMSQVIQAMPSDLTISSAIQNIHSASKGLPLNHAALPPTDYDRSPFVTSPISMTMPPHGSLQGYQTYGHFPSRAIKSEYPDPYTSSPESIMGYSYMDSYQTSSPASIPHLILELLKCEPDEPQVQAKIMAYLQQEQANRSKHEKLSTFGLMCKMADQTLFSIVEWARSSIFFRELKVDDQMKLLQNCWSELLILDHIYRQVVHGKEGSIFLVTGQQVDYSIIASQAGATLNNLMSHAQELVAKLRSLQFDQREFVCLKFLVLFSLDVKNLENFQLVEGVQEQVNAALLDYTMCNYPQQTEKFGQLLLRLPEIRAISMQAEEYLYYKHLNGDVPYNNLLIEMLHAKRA
TLR9-MyD88 block: TLR9-MyD88 interaction inhibition | AID 504734 | inhibition, % at 4.98 µM | Q9NR96+Q99836 | CHO BLA complementation TLR9-MyD88, CCF4 FRET ratio | 0.21% of 340,000 active;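 active = inhibition above the mean over all tested compounds plus 3 SD, cut at about 21% in these data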;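 also: 0% = DMSO only wells and 100% = clavulanate BLA inhibitor control wells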
SRC2 inh: human SRC2 (NCOA2) inhibition | HEK293 GAL4-SRC2 luciferase reporter, luminescence | 0.17% of 370,000 active | AID 651957 | inhibition, % at 9 µM;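 active = inhibition above the mean inhibition of all tested compounds plus 3 SD, set per campaign, cut at about 52% in these data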;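 also: 0% = DMSO treated cells and 100% = cells given Gossypol at 36 µM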
TWEAK-Fn14 inh: TWEAK-Fn14 signaling inhibition; TWEAK-stimulated Fn14 reporter cells, luciferase luminescence, 8 h; 2% of 360,000 active; inhibition, % at 10 µM; in the data active = inhibition above about 50%
TROY signal inh: TROY signaling inhibition; AID 1347056; Q293 LMP1-TROYcd NF-kB luciferase reporter, 4 h; inhibition, % at 10 µM; 0.98% of 360,000 active;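 active = compounds whose plate-normalised and pattern-corrected inhibition of the luciferase reporter signal at the single screening dose is 50% or more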
NOD2 RIPK2 PPI: blocks binding of human NOD2 to RIPK2; 0.38% of 360,000 active; O43353; inhibition, % at 4.98 µM; CHO BLA complementation NOD2-RIPK2, CCF4 ratio; in the data active = inhibition above about 21%;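 also: 0% = vehicle only and 100% = reference blocker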
Target sequence (O43353 whole entry, looked up): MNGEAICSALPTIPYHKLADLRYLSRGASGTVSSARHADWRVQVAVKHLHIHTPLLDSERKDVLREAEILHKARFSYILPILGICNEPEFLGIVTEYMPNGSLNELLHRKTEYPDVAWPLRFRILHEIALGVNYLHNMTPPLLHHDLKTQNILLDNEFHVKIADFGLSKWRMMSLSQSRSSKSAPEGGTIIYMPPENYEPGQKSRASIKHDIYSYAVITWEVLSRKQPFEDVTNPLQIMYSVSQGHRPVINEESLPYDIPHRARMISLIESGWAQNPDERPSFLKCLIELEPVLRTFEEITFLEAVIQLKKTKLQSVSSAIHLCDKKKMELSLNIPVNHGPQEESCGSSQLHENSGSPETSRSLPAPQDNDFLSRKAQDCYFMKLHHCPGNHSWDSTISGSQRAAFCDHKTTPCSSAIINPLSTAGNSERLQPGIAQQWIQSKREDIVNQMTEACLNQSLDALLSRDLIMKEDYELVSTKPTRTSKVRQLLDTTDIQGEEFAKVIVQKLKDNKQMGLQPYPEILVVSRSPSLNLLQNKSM
NCOA3 inh: human NCOA3 inhibition; 0.17% of 360,000 active; HEK293 GAL4-SRC3 luciferase reporter, luminescence; Q9Y6Q9; inhibition, % at 3.6 µM; AID 588352;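 active = inhibition above a per-campaign cutoff, the mean of all compounds plus 3 SD, cut at about 60% in these data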;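 also: 0% = DMSO-treated cells and 100% = gossypol-treated cells at 36 µM; higher means less SRC3-driven luciferase light from the GAL4 reporter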
* = called active by the depositor; x = no result given.

SMILES	COUP-TFII inh	NCOA1 inh	Granule exo inh	ABHD5 PLIN5 PPI	NR5A2 inv ag	TLR9-MyD88 block	SRC2 inh	TWEAK-Fn14 inh	TROY signal inh	NOD2 RIPK2 PPI	NCOA3 inh
COc1ccc(OC)c(CN2CCN(Cc3ccc(OC)c(OC)c3OC)CC2)c1	-8	-2	0	-2	12	7	-6	15	2	-4	6
CC(C)c1ccc(N2C(=O)CC(Sc3nc4ccccc4o3)C2=O)cc1 (stereo unspecified)	11	-12	-2	-9	-18	-12	-1	-16	10	3	-4
COc1cccc(NC(=O)c2cncs2)c1	-5	-7	-10	10	3	-6	6	-2	-6	-5	13
Cc1cc(Cl)ccc1OCc1nnc(-c2ccccc2C)o1	4	-14	1	0	1	1	-13	-44	-74	7	-18
Cc1c(C(=O)NCc2cccnc2)oc2ccc(S(=O)(=O)N3CCCCC3)cc12	24	17	-2	6	17	14	8	28	13	-4	27
Cc1ccc(O)c(NC(=S)NC(=O)/C=C/c2ccco2)c1	3	-32	3	-2	-27	3	-41	15	-33	-3	-20
CCN(CC)C(=O)c1ccc(-c2nnc(Nc3ccc(C(=O)N(C)C)cc3)c3ccccc23)cc1	-9	3	3	6	6	4	25	7	14	3	7
CCC1(C)Cc2c(sc3c2c(=O)n(C)c2nnc(SCC(=O)c4ccccc4)n32)CO1 (stereo unspecified)	-12	-7	9	1	-13	-1	-6	-14	-4	-5	-3
CC(=O)NC(NC(=S)N1CCCCCC1)C(Cl)(Cl)Cl (stereo unspecified)	3	-6	-1	1	-6	0	2	19	3	-11	-15
O=C(CSc1nnc(-c2ccccc2Br)o1)N1CCN(C(=O)c2ccco2)CC1	18	-3	-2	-9	-25	-7	23	-30	-17	5	-24
CC(C)CC(=O)CC1(O)C(=O)Nc2ccccc21 (stereo unspecified)	2	-19	-6	0	8	-8	-9	-15	9	2	12
Clc1ccc2c(N/N=C/c3cccnc3)ccnc2c1	17	-19	48	4	-24	8	-16	-36	-80	3	-6
CCOC(=O)CNC(=O)C1c2ccccc2Oc2ccccc21	-2	6	1	5	-18	-5	18	-19	13	-1	-50
CCN(CC)CCNC(=O)Cn1cnc2sc(C)c(S(=O)(=O)N3CC(C)CC(C)C3)c2c1=O (stereo unspecified)	14	12	-4	-2	2	-3	-8	30	-8	2	23
CS(=O)(=O)N1CCC(C(=O)Nc2ccc(F)cc2F)CC1	-18	-2	-2	6	0	-8	-14	-3	15	-2	-13
Cc1ccc(C(=O)Oc2cc(N)n(S(=O)(=O)c3ccc(F)cc3)n2)cc1	3	19	-3	8	5	6	6	79*	44	-2	3
CN(Cc1nc(CC2CC2)no1)CC12CC3CC(CC(C3)C1)C2	0	10	2	3	7	10	-9	-34	0	-7	13
COc1ccc(NC(=O)c2ccc3c(c2)CCN3S(=O)(=O)c2ccccc2)cc1	9	21	13	-1	-21	-3	-17	20	1	-13	11
COc1ccc(S(=O)(=O)N(C)c2ccc(C(=O)NCc3ccco3)cc2)cc1	-10	-10	-1	-2	1	-13	-16	20	-1	-3	20
COc1ccc(NC(=O)C2CCCN2S(=O)(=O)c2ccc3c(c2)CCC(=O)N3)cc1 (stereo unspecified)	3	-2	4	2	18	-8	1	9	12	-6	14
COc1ccccc1CC(=O)NNC(=O)c1cccs1	9	-21	-5	-7	25	7	-23	-2	1	-5	10
CC(C)OC(=O)CSc1nnc(Cc2ccccc2)n1CC1CCCO1 (stereo unspecified)	23	-7	-2	1	15	3	-2	6	19	6	-11
Cc1cc(C)c(OCCN2C(=O)NC(C)(C)C2=O)c(Cl)c1	-12	3	3	8	13	-1	-3	10	5	-2	10
O=C(OCCN1C(=O)c2ccccc2C1=O)Oc1ccccc1	0	19	-2	-3	8	-5	-11	-19	-23	-8	14
COc1ccccc1C(=O)NCc1n[nH]c(=S)n1Cc1ccccc1	-5	-1	2	-5	1	-4	-1	-14	-5	-8	22
Following part:
SMILES	COUP-TFII inh	NCOA1 inh	Granule exo inh	ABHD5 PLIN5 PPI	NR5A2 inv ag	TLR9-MyD88 block	SRC2 inh	TWEAK-Fn14 inh	TROY signal inh	NOD2 RIPK2 PPI	NCOA3 inh
CCCOc1ccc(C2C3=C(Nc4nc(N)[nH]c(=O)c42)c2ccccc2C3=O)cc1 (stereo unspecified)	1	10	0	0	-8	-12	13	9	-16	-4	10
O=C(CN(Cc1ccccc1)C(=O)CCC(=O)Nc1nccs1)NCC1CCCO1 (stereo unspecified)	-14	12	12	13	19	-14	-4	-27	-13	15	-7
COc1ccccc1NC(=S)NNC(=O)c1c(Cl)c(C)nn1C	4	-2	0	-4	-4	4	-7	4	-7	-9	15
C#CCn1c(S(=O)(=O)Cc2ccccc2Cl)nc(-c2ccccc2)c1-c1ccccc1	8	6	3	-10	-2	-2	-24	-2	15	2	-6
CN(C)NC1CCS(=O)(=O)C1 (stereo unspecified)	22	-7	10	-5	13	-3	9	9	2	5	-1
CCNc1nc(NCC)nc(C(=O)Nc2ccccc2)n1	5	2	2	9	7	4	-7	19	-30	3	10
CC(=O)NCCSc1ccc(S(=O)(=O)N2CCCC2)cn1	-1	-4	5	0	9	-9	-14	2	-14	-2	-4
Cc1nc2nc(SCC(=O)NCCN3CCOCC3)nn2c(C)c1Cc1ccccc1	-4	-1	0	-3	1	-1	5	3	4	-4	-19
Nc1nnc(CCS(=O)(=O)c2ccc(Cl)cc2)s1	9	-21	-1	-1	2	8	8	10	0	-11	4
O=C(O)[C@@H]1CCCN1C(=O)COc1ccc2c3c(c(=O)oc2c1)CCC3	10	4	3	2	7	11	0	1	-14	7	4
O=C(N/N=C/C1CC=CCC1)c1cc(-c2cccnc2)nc2ccccc12 (stereo unspecified)	7	-9	-2	2	10	11	-8	-3	-5	1	8
CCCCCc1cc(=O)oc2c(C(CCN(CC)CC)c3cc(OC)c(OC)c(OC)c3)c(OC)cc(OC)c12 (stereo unspecified)	-1	-10	-8	27*	-39	9	14	-14	5	13	1
Cc1nc2ccc(NC(=O)c3cccc(C(F)(F)F)c3)cc2o1	-3	-18	-1	-1	-13	-5	-37	-14	-5	-20	-27
COc1ccc(-n2nc(C(=O)NCC(=O)N3CCC(C)CC3)c3ccccc3c2=O)c(OC)c1	-23	-15	1	0	-34	1	-10	-23	-32	-2	-72
CC(C)(C)c1ccc(-c2nnc(NC(=O)c3ccccc3)s2)cc1	3	-10	0	-3	-12	-2	-11	8	-24	-4	-16
CN(C)c1ccc(C(C(=O)NC2CCCC2)N(C(=O)c2ccco2)C2CC2)cc1 (stereo unspecified)	-13	12	11	4	-1	1	-17	4	-5	-10	7
C/C(=C\c1ccccc1)C(=O)NC1CCSC1=O (stereo unspecified)	4	-24	1	-6	-29	-18	-10	20	-20	-1	-53
CCc1nc(SCc2cc(Cl)ccc2OC)n[nH]1	-7	15	-4	-4	12	11	2	8	-11	1	-32
O=C1Nc2ccc([N+](=O)[O-])cc2C1(O)N1CCCCC1 (stereo unspecified)	10	-15	3	1	22	6	-36	2	-2	-2	5
C=CCOc1ccc(/C=N/n2nnnc2N)cc1OC	17	3	5	-4	-11	7	-14	-19	0	2	0
COc1ccc(Br)cc1CNC(=O)C1CCCN(S(=O)(=O)N2CCC(C)CC2)C1 (stereo unspecified)	11	18	-2	4	25	-1	23	8	11	19	11
Cc1cc([N+](=O)[O-])nn1CC(=O)NC(C)c1ccccc1 (stereo unspecified)	-8	-15	3	-6	-38	-1	-31	110*	-3	0	-22
c1ccc(OCCSc2nnc3sc4ccccc4n23)cc1	9	-71	2	-5	-70	-23	22	91*	67*	-9	-40
COc1cccc(CNC(=O)C2CCC(CNc3c(N4CCC(C)CC4)c(=O)c3=O)CC2)c1 (stereo unspecified)	6	-4	3	-3	5	-10	-21	-19	-3	4	11
CCOc1ncccc1C(=O)OCC(=O)Nc1ccc(Cl)cn1	13	14	-4	-3	-7	-14	19	27	-14	6	-28
Continued:
SMILES	COUP-TFII inh	NCOA1 inh	Granule exo inh	ABHD5 PLIN5 PPI	NR5A2 inv ag	TLR9-MyD88 block	SRC2 inh	TWEAK-Fn14 inh	TROY signal inh	NOD2 RIPK2 PPI	NCOA3 inh
Cc1ccc(-c2nc3ccccc3o2)cc1NC(=S)NC(=O)c1cccs1	-28	-83	2	-1	-126	-1	-65	-53	-46	-3	-34
Fc1ccc(-n2c(-c3cc(C4CC4)[nH]n3)n[nH]c2=S)cc1Cl	-22	1	7	5	-9	4	-13	6	-19	-13	8
CCOc1ccc(N2CC(C(=O)NCCC3=CCCCC3)CC2=O)cc1 (stereo unspecified)	8	-11	-4	2	6	4	-1	-6	6	7	20
COc1ccc(Br)cc1CNC(=O)c1ccc2c(c1)N(C)CCS2	-2	13	13	-9	5	7	-11	-4	-3	-5	-5
Cc1ccc(Cl)cc1-c1cc(C(=O)N2CCc3ccccc3C2)[nH]n1	-2	-2	-4	-4	-39	x	-9	6	-10	10	-10
CCN(CC1CCCO1)C(=O)CCc1nnc(CCc2ccccc2OC)o1 (stereo unspecified)	14	2	-1	3	-18	5	1	-3	-27	7	6
CC1(C(=O)NS(=O)(=O)Cc2ccccc2C(F)(F)F)CCN1C(=O)Cc1cccs1 (stereo unspecified)	-9	6	-3	-7	-11	x	-37	3	-7	-10	4
Cn1cnnc1SC1c2cccc3cccc(c23)C1NS(=O)(=O)c1ccc(Cl)cc1 (stereo unspecified)	5	-17	9	3	7	-2	8	11	9	-11	19
Nc1sc2c(c1C(=O)NC1CCS(=O)(=O)C1)CCCC2 (stereo unspecified)	-18	-2	5	-30	-18	-2	-6	4	0	-10	-5
CC(=O)c1ccc(Sc2nnc(C)s2)c([N+](=O)[O-])c1	-4	6	-6	-4	-2	4	9	12	9	-4	5
Cc1ccc(NC(=O)c2ccc(Cl)c(N3C(=O)CCC3=O)c2)cc1	-5	12	-5	-2	4	-3	-18	6	-12	5	-14
Cc1ccccc1OCC(=O)Nc1sc2c(c1C#N)CCC2	-9	-21	-3	1	1	9	-5	-26	-44	-6	-16
O=C(NCC(c1ccco1)N1CCc2ccccc2C1)c1cccc(Br)c1 (stereo unspecified)	-13	17	13	-8	-9	-2	-23	5	7	-3	1
O=C1NCCCN1Cc1ccc(F)cc1	13	-3	1	3	15	16	-21	15	2	1	-7
O=C(NCC(=O)N1CCN(C(c2ccccc2)c2ccccc2)CC1)c1ccccc1F	-5	7	-13	6	6	4	-2	-9	-7	6	18
O=C(CCNc1ccc(Br)cc1)c1cccc([N+](=O)[O-])c1	3	-6	86*	1	2	-11	-12	-20	-6	-9	4
CCN1CCN(C(=O)/C=C/c2ccc(F)cc2)CC1	-13	10	-5	3	-10	x	-50	3	-19	-7	7
O=C(Nc1nc2ccc(Cl)cc2s1)c1ccc(N2CCCCC2)c([N+](=O)[O-])c1	-2	-1	-5	-4	-1	2	-4	-78	-3	-12	-2

A few values from the results shown:
CCN1CCN(C(=O)/C=C/c2ccc(F)cc2)CC1 – TWEAK-Fn14 inh = 3
CC1(C(=O)NS(=O)(=O)Cc2ccccc2C(F)(F)F)CCN1C(=O)Cc1cccs1 (stereo unspecified) – ABHD5 PLIN5 PPI = -7

Only part of the results is shown, so the mix of outcomes need not match the whole.
